SR-BI uptake up: enhances SR-BI lipid uptake from DiI-HDL; CHO ldlA[mSR-BI] cells, DiI-HDL uptake fluorescence, 3 h; 100 = double the neutral-control signal; activation, % at 12.5 µM; 0.096% of 320,000 active;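 active means mean replicate activation of at least 60% and every replicate at or above 60%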;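 further: 0% = median plate neutral-control signal and 100% = twice that signal; values of inactives mirror those of a sister screen read the other way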
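Assay system: LDL receptor-deficient CHO ldlA cells overexpressing murine SR-BI / Medium: BSA-supplemented, HEPES-buffered Ham's F12, pH 7.4 / Probe or stimulus: DiI-labelled HDL at 10 µg/mL final / Timing: compound with DiI-HDL co-incubation, 3 h at 37 °C / Technique: bottom-read cell fluorescence after medium removal, ex 550/em 595 nm / Measure: HDL uptake via cellular fluorescence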
dFosB act: mouse delta FosB homodimer activation | P13346 | purified delta FosB, TAMRA-CDK5 oligo fluorescence polarization; percent of positive-control signal above neutral wells | activation, % at 25 µM | 0.99% of 340,000 active | AID 493131;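 active means mean activation above about 17%, with every replicate also reaching it, limit read from the data, passing the limit was not always enough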;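 further: fluorescence polarization rise as delta FosB binds a TAMRA Cdk5 AP-1 oligo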
Target sequence (P13346 whole entry, looked up): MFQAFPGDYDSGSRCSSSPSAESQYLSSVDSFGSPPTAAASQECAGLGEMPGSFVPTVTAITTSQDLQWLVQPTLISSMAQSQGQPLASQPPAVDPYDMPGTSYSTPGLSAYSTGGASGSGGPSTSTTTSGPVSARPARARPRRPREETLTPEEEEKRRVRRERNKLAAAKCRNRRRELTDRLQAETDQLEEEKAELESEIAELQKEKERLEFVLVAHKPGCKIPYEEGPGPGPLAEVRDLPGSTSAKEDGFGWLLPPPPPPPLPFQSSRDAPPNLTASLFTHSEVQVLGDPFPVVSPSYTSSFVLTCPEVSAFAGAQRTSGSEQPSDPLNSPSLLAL
NSD2 HMT inh: blocks human histone methyltransferase NSD2 | O96028 | NSD2 peptide methylation, AlphaScreen, 120 min | inhibition, % at 12.5 µM | 0.54% of 310,000 active; in the data active means inhibition above about 50%
PfHsp90 yeast 2: inhibits growth of yeast expressing Plasmodium falciparum Hsp90 | AID 504621 | 0.32% of 310,000 active | S. cerevisiae expressing PfHsp90, BacTiter-Glo ATP, 48 h; yeast lacking PDR1 and PDR3 efflux regulators | inhibition, % at 9.4 µM;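 active means every replicate shows inhibition above about 80%, whatever the replicate mean, limit read from the data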;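 further: 0% = DMSO neutral controls and 100% = 20 µM radicicol positive controls; yeast relying on Plasmodium falciparum Hsp90 in place of its own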
SR-BI HDL uptake: blocks mouse SR-BI lipid uptake from DiI-HDL; ldlA[mSR-BI] CHO cells, DiI-HDL uptake fluorescence, 3 h; 0.96% of 320,000 active; Q61009; inhibition, % at 12.5 µM;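 active means mean replicate inhibition of at least 70% and a set share of replicates each scoring 70 or more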;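 further: 0% = median of neutral control wells and 100% = median of positive control wells; values of inactives mirror those of a sister screen read the other way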
Target sequence (Q61009 whole entry, looked up): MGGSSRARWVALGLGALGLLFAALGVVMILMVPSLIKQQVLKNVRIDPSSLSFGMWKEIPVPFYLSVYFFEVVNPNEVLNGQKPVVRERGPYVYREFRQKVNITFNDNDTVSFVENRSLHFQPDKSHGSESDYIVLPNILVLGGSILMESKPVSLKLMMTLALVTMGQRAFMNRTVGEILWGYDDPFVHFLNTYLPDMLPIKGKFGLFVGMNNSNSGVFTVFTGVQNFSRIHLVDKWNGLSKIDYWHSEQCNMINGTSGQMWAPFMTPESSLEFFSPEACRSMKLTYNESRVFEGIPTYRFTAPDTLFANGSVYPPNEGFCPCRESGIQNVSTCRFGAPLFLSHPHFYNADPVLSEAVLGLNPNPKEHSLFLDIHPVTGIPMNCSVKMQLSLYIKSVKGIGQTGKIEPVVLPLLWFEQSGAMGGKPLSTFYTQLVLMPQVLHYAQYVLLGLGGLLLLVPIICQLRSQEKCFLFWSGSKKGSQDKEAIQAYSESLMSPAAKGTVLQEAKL
MITF TRPM1 HTS: increases MITF-driven TRPM1 promoter luciferase signal; SK-MEL-5 TRPM1-promoter luciferase, 24 h; % of positive control, neutral wells = 0; activation, % at 12.5 µM; 0.75% of 300,000 active; AID 588334;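 active means mean activation of at least 80% with every replicate also reaching 80%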;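 further: 0% = neutral control wells and 100% = parthenolide positive control wells; values of inactives mirror those of a sister screen read the other way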
CAL PDZ FP-1: inhibitors of human CAL PDZ peptide binding; Q9HD26; purified CAL PDZ, TMR-peptide fluorescence polarization, 1 h; inhibition, % at 24.9 µM; 0.92% of 300,000 active; AID 602252;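 active means mean inhibition of at least 30% with at least half of replicates also reaching 30%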;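 further: 0% = DMSO neutral control and 100% = excess unlabeled competitor peptide PRC23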
PvdQ acylase: P. aeruginosa PvdQ acylase inhibition; purified PvdQ acylase, fluorescence plate reader; inhibition, % at 10 µM; 0.063% of 340,000 active; AID 488965; in the data active means inhibition above about 30%, passing the limit was not always enough;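 further: 0% = vehicle neutral wells and 100% = reference inhibitor wells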
Rtt109 HAT inh: C. albicans Rtt109 histone acetyltransferase inhibition | 0.16% of 330,000 active | inhibition, % at 34.9 µM | purified Rtt109/Vps75, ThioGlo CoA-SH fluorescence, 4 h;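 active means inhibition of at least 50% in every replicate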
CAL PDZ FP-2: inhibitors of human CAL PDZ peptide binding. Q9HD26. 0.02% of 330,000 active. AID 504414. inhibition, % at 20 µM. purified CAL PDZ, TMR-peptide fluorescence polarization, 1 h;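 active means highest replicate inhibition of at least 40%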;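 further: plate controls were DMSO neutral control wells for no effect and unlabeled competitor peptide control wells for full effect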
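Test system: purified CerCALP PDZ construct; Compound dosing: one concentration, 20 µM compound; Also added: TMR-labelled reporter peptide T*-PRC34 bound in PDZ groove; Read-out: inhibition from polarization loss; Controls: unlabelled peptide and DMSO controls; Signal: FP readout, S and P plane fluorescence; Incubation: 1 h at RT.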
* hit, by the source's call; . = not tested or not shown.

SMILES	SR-BI uptake up	dFosB act	NSD2 HMT inh	PfHsp90 yeast 2	SR-BI HDL uptake	MITF TRPM1 HTS	CAL PDZ FP-1	PvdQ acylase	Rtt109 HAT inh	CAL PDZ FP-2
CC(C)CCNC(=O)C(C)N(C(=O)c1snc(C(N)=O)c1N)c1cnc2ccccc2c1 (configuration not stated)	2	-16	2	4	-2	3	-4	-5	11	0.0
COc1c(C)cc(C(=O)C2CCCN(Cc3c(C)n(C)n(-c4ccccc4)c3=O)C2)cc1C (configuration not stated)	12	-7	-1	-38	-12	-2	-10	-19	-3	0.1
CCOC(=O)c1ccccc1NC(=O)CCNC(=O)Cn1cnc2ccccc2c1=O	5	-4	1	-13	-5	.	.	-10	4	0.5
CN(C)c1ccc(CNS(=O)(=O)c2csc(C(N)=O)c2)cc1	-4	1	2	-11	4	-5	-9	0	2	-1.2
N#Cc1ccc(NC(=O)COC(=O)CCNS(=O)(=O)c2ccccc2)cc1	.	-14	-3	21	.	6	-6	-8	1	-0.3
CCCCNC(=O)c1ccc(NS(=O)(=O)c2ccc3[nH]c(=O)[nH]c3c2)cc1	29	0	0	-27	-29	8	-4	-6	-5	-1.1
COc1cc(/C=N/NC(=O)C(=O)N2CCCCCC2)ccc1O	16	-2	3	.	-16	-14	-4	1	0	-3.4
O=C(COC(=O)/C=C/c1ccc(OC(F)F)cc1)NC1CCCCCC1	.	-7	-1	7	.	9	-2	-12	-6	-0.3
Cc1ccc(Cn2c(CCNc3nc(-c4ccc(C)cc4)cs3)nc3cc(C(=O)NCCCO)ccc32)cc1	-6	23*	.	.	6	-8	-2	-10	1	0.9
Cc1ccc(S(=O)(=O)n2nnc3ccccc32)c(C)c1C	6	-12	-7	8	-6	-7	-5	-12	-1	-0.9
COc1ccc(CN(Cc2ccc(C(=O)O)cc2)C(=S)Nc2ccccc2F)cc1OC	27	1	-1	-3	-27	-1	.	-3	0	-2.6
CC(=O)SC1CC(=O)N(c2c(C)cccc2C)C1=O (configuration not stated)	35	5	1	17	-35	.	.	-4	7	-1.0
COc1ccc(CCN2C(=O)NC(NS(=O)(=O)c3ccc(N)cc3)(C(F)(F)F)C2=O)cc1OC (configuration not stated)	25	-3	-2	-1	-25	-10	26	-17	1	-1.9
COc1ccc(N2CCN(c3ncnc4scc(-c5ccc(F)cc5)c34)CC2)cc1	-23	-10	0	-20	23	2	-2	4	2	0.9
Cc1cc(C)nc(N/N=C/C2=C(N3CCOCC3)C(=C/c3ccccc3)/CC2)n1	-90	0	2	-14	90*	-7	3	8	7	0.6
Cc1cc(C)n(-c2cccc(Cl)c2)c(=O)c1C#N	38	0	-1	-44	-38	4	-3	-14	3	-0.4
CC(=O)c1ccc(OCC(O)CN2C(C)(C)CC(O)CC2(C)C)cc1 (configuration not stated)	16	-3	.	3	-16	3	-1	-10	2	0.4
COc1ccc(-c2cc(=O)oc3c(C)c(OCC(=O)Nc4cccnc4)ccc23)cc1	-54	41*	-1	-5	54	3	-9	5	7	-3.1
COc1ccc(-c2n[nH]c(=S)n2Cc2ccco2)cc1	14	0	2	-23	-14	1	-2	-12	-5	0.5
COc1ccc2nc(NC(=O)CCc3cc(OC)c(OC)c(OC)c3)sc2c1	-72	-3	1	3	72*	0	-13	-10	12	-2.3
O=S(=O)(c1cc(F)ccc1F)N1CCC2(CC1)OCCO2	3	5	-10	15	-3	-2	-9	-6	1	-1.9
O=[N+]([O-])c1ccc2c(c1Nc1ccccc1)=NC1(CCCCC1)N=2	-33	-2	-5	-21	33	-19	-4	9	-11	-0.9
COc1ccccc1C1c2ccc3ccccc3c2Oc2ncn(CCN(C)C)c(=N)c21 (configuration not stated)	-1	-3	43	18	1	-70	-4	-13	-2	.
CC(C)c1ccc(C(N)=S)cc1	23	-1	0	-2	-23	4	-2	-8	-1	-1.7
CCC(C)(C)NC(=O)C(c1cccc(OC)c1OC)N(C(=O)CCC(=O)Nc1cc(C)on1)C(C)C (configuration not stated)	25	-8	30	20	-25	19	-6	-3	8	-1.7
O=c1c2ccccc2nc(/C=C/c2cccc(Br)c2)n1CCCO	6	-22	-6	4	-6	-10	3	-2	1	-2.6
O=C(/C=C/c1ccccc1)Nn1c(-c2cccs2)nc2ccccc2c1=O	10	-14	-1	.	-10	5	0	0	-5	-4.1
O=C1C=C(c2ccc3ccccc3c2)C[C@@H](c2ccc(F)cc2)C1	-23	-1	.	-3	23	41	0	3	-5	-0.4
CCCN1CCN(C(=S)Nc2ccc3nc(N4CCN(CC)CC4)cc(C)c3c2)CC1	-12	5	.	5	12	24	-1	-16	2	0.5
O=C(NC1CCS(=O)(=O)C1)c1ccc2c(c1)OCO2 (configuration not stated)	13	1	-2	.	-13	-5	4	-12	-5	-1.8
O=C(c1ccccc1)c1cnc(-c2ccc(Cl)cc2)s1	-14	-5	-1	2	14	.	-1	-12	-1	-1.5
Nc1cc(=O)[nH]c(SCC(=O)Nc2ccc3c(c2)CCC3)n1	-18	-9	25	.	18	-3	-4	-18	2	-2.1
COc1ccc(C(C)=O)cc1CN(C)C	28	-2	-2	.	-28	.	.	5	4	-2.4
Cc1cccc2c(=O)oc(-c3ccccc3Cl)nc12	17	4	0	-6	-17	-4	-2	-5	-4	.
CCCCOC(=O)c1nc(Cl)c(Cl)c(N)c1Cl	12	-3	-4	33	-12	1	0	-5	2	-1.0
O=C(NCc1cccs1)C1(S(=O)(=O)c2ccccc2)CC=CC1	-22	4	.	-7	22	-1	-4	-11	0	0.7
C/C(=N/NC(=O)CNC(=O)c1cccnc1)c1ccc(Cl)c(Cl)c1	16	-6	2	9	-16	4	-4	-10	-3	-2.9
O=C(CN1C(=O)c2ccccc2C1=O)Nc1nccs1	23	2	-4	-26	-23	5	-4	-1	-7	-0.3
CCC1S/C(=N/N=C/c2ccco2)N(Cc2ccccc2C)C1=O (configuration not stated)	-20	-6	2	0	20	0	-6	3	-4	-0.5
COc1ccc(NC(=O)Cn2ncn3nc(-c4ccc(OC)cc4)cc3c2=O)cc1	10	63*	-4	-2	-10	-4	0	-19	0	0.3

Looked up by structure from above:
SMILES	SR-BI uptake up	dFosB act	NSD2 HMT inh	PfHsp90 yeast 2	SR-BI HDL uptake	MITF TRPM1 HTS	CAL PDZ FP-1	PvdQ acylase	Rtt109 HAT inh	CAL PDZ FP-2
O=C(c1ccccc1)c1cnc(-c2ccc(Cl)cc2)s1	-14	-5	-1	2	14	.	-1	-12	-1	-1.5
O=C(CN1C(=O)c2ccccc2C1=O)Nc1nccs1	23	2	-4	-26	-23	5	-4	-1	-7	-0.3
CCOC(=O)c1ccccc1NC(=O)CCNC(=O)Cn1cnc2ccccc2c1=O	5	-4	1	-13	-5	.	.	-10	4	0.5
COc1ccc2nc(NC(=O)CCc3cc(OC)c(OC)c(OC)c3)sc2c1	-72	-3	1	3	72*	0	-13	-10	12	-2.3
COc1ccc(-c2cc(=O)oc3c(C)c(OCC(=O)Nc4cccnc4)ccc23)cc1	-54	41*	-1	-5	54	3	-9	5	7	-3.1
COc1c(C)cc(C(=O)C2CCCN(Cc3c(C)n(C)n(-c4ccccc4)c3=O)C2)cc1C (configuration not stated)	12	-7	-1	-38	-12	-2	-10	-19	-3	0.1

(more compounds)
SMILES	SR-BI uptake up	dFosB act	NSD2 HMT inh	PfHsp90 yeast 2	SR-BI HDL uptake	MITF TRPM1 HTS	CAL PDZ FP-1	PvdQ acylase	Rtt109 HAT inh	CAL PDZ FP-2
CCOc1ccc(NC(=O)CSc2nnc(C34CC5CC(CC(C5)C3)C4)n2C)cc1	11	-1	69*	8	-11	6	0	5	-1	0.5
Nc1c(C(=O)NCc2ccco2)nnn1Cc1ccccc1	11	-6	1	4	-11	4	-2	0	15	-0.4
O=C(Nc1cccc(S(=O)(=O)N2CCCCC2)c1)c1ccc2ncsc2c1	.	-21	10	2	.	-12	-2	-12	4	-5.8
O=C(c1ccc(S(=O)(=O)N2CCCC2)cc1)N1CCCCC1	3	-2	8	8	-3	5	-1	-15	-25	-1.1
O=C(/C=C\Nc1ccc(S(=O)(=O)Nc2ncccn2)cc1)c1ccccc1	7	-9	.	-6	-7	0	-3	5	12	0.5
CCOC(=O)C(C)(C)N(Cc1cccc(C)c1)S(=O)(=O)c1ccc(Cl)c([N+](=O)[O-])c1	-4	-13	1	11	4	-24	-2	-8	-2	0.3
CN(C)CCN1C(=O)C(=O)/C(=C(/O)c2ccc(S(=O)(=O)N3CCOCC3)cc2)C1c1ccc(Br)cc1 (configuration not stated)	40	-4	2	4	-40	4	-5	3	27	-1.9
O=C(O)c1ccc(N(Cc2ccccc2)S(=O)(=O)c2ccccc2)cc1	4	-10	-1	6	-4	-4	0	-15	11	0.2
Cc1ccc(Nc2nc(N3CCOCC3)nc(N3CCOCC3)n2)cc1Cl	-55	15	-3	-25	55	-9	-5	-6	2	-3.8
CCCOc1ccc(C(=O)NCC(c2cccs2)N(C)C)cc1OC (configuration not stated)	-7	1	0	2	7	-11	-5	-17	-8	-1.8
CCN1CCN(CCCNC(=O)C2CCCN(c3nnc(-n4cccc4)s3)C2)CC1 (configuration not stated)	4	-4	-3	11	-4	2	-5	-21	-3	-1.4
O=C(CCCC(=O)OCC(=O)c1ccc(Cl)cc1Cl)Nc1cc(C(F)(F)F)ccc1Cl	5	-6	-1	-31	-5	.	.	-4	4	-0.4
CCOC(=O)N1CCN(C(=S)NC(=O)C23CC4CC(CC(C4)C2)C3)CC1	0	-8	2	-22	0	-3	-2	-2	-2	0.1
CCCc1cc(=O)oc2cc(C)cc(OC(C)C(=O)NCCCn3ccnc3)c12 (configuration not stated)	23	-7	3	6	-23	1	4	-25	4	-0.5
Cc1c(=O)n(OCc2cccc(F)c2)c2ccccc2[n+]1[O-]	-3	-1	3	8	3	.	4	-8	7	-1.5
CCN1CC(O)=C(c2nc3ccccc3s2)C1=N	.	-7	1	-34	.	39	7	-6	-3	-1.7
CCCc1nnc(NC(=O)CCC(=O)N2CCN(Cc3cc(F)ccc3OC)CC2)s1	-20	-3	2	14	20	5	-5	13	6	-1.5
O=[N+]([O-])c1cc(-c2nc(-c3ccncc3)no2)ccc1Cl	15	-1	.	-2	-15	-28	-1	7	-1	-0.3
COc1cccc(C(=O)Nc2cccc(OCC(=O)c3ccccc3)c2)c1	-12	5	-3	4	12	0	-1	-8	-4	0.6
O=C(NCc1ccco1)c1ccc2ccccc2n1	0	-5	-1	-10	0	12	-3	-4	2	0.3
CC(=O)c1ccc(N2CCN(C(=O)c3ccc(NC4=NC5CS(=O)(=O)CC5S4)cc3)CC2)cc1 (configuration not stated)	-1	-1	.	13	1	.	-3	1	-5	0.2
C(=N\Nc1nncc2ccccc12)/c1ccccc1	-12	-19	-1	13	12	39	-4	-14	-8	-0.8
CCCCCCn1c(SCCN2CCOCC2)nc2c1c(=O)[nH]c(=O)n2C	10	-6	.	4	-10	5	-3	-17	9	-0.8

Screening data (PubChem)
